Source: PubChem BioAssay
inhibitors of VEEV: inhibitors of VEEV TC-83 cytopathic effect, confirmation, Vero cells (AID 588727) | Vero cells, VEEV TC-83 cytopathic effect inhibition; higher % means a stronger effect | inhibition, % at 20 µM; hits with a dose series show IC50 in µM | 350,000 compounds, 0.13% hits; in the data active means a potency from the dose series; inconclusive means inhibition mostly from about 14% at the one dose, without a potency; inactive means the rest, 99 in 100 with inhibition below about 12%; further: strong numbers were not always called active
M. tuberculosis: growth inhibition of non-replicating M. tuberculosis (AID 488890); 320,000 compounds, 0.39% hits; one-dose inhibition, % at 25 µM; IC50 in µM for titrated hits; Mycobacterium tuberculosis non-replicating, growth inhibition; higher % means a stronger effect; in the data active means a potency from the dose series; inconclusive means inhibition mostly from about 82% at the one dose, without a potency; inactive means the rest, 99 in 100 with inhibition below about 76%;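 further: plate controls were DMSO cells for no effect and high antibiotic wells for full effect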
influenza NS1A: NS1A inhibition, H1N1 influenza, cell based functional assay (AID 504329) | NS1A functional cell-based assay, percent inhibition; higher % means a stronger effect | inhibition, % at 12.5 µM, or IC50 in µM where a hit was titrated | 340,000 compounds, 0.3% hits; in the data active means a potency from the dose series; inconclusive means inhibition above about 27% without an active follow-up result; further: strong numbers were not always called active
Salmonella PhoP GFP: Inhibition of PhoP regulon, Salmonella typhi GFP reporter cells, confirmation, 4 h (AID 1850); Salmonella Typhi PhoP-promoter GFP reporter, fluorescence, 4 h; higher % means a stronger effect; inhibition, % at 50 µM, or IC50 in µM where a hit was titrated; 310,000 compounds, 0.33% hits; in the data active means a potency from the dose series; inconclusive means inhibition mostly from about 25% at the one dose, without a potency; inactive means the rest, 99 in 100 with inhibition below about 19%;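 further: 0% = induced wells with vehicle and 100% = uninduced wells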
M. tuberculosis HTS: M. tuberculosis growth inhibition, HTS (AID 449762); M. tuberculosis H37Rv growth inhibition, 7H9 media; higher % means a stronger effect; one-dose inhibition, % at 25 µM; IC50 in µM for titrated hits; 330,000 compounds, 0.59% hits; in the data active means a potency from the dose series; inconclusive means inhibition above about 70% without an active follow-up result;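 further: bacterial growth assessed after seven days of incubation; strong numbers were not always called active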
inhibitors of VEEV 10K pilot screen: further read-out of inhibitors of VEEV, marked with its call; inhibition, %; measured here: 10K pilot screen inhibition
* marks the source's active call; other numbers are inactive results; i = inactive; ? = inconclusive; nt = no result given; & = joins results of further samples. Compounds as they come. Share with any hit: about 1.5%.

SMILES	inhibitors of VEEV	M. tuberculosis	influenza NS1A	Salmonella PhoP GFP	M. tuberculosis HTS	others
CC(C)[C@H](NC(=O)C1CC(=O)N(c2ccc3c(c2)OCCO3)C1)C(=O)NC1CCCC1 (some centres undefined)	3.5%	1%	-1%	7%	-3%
CN(Cc1cccs1)C(=O)CCc1c[nH]c2ccccc12	0.4%	3%	11%	7%	5%
COCCCNC(=O)c1ccc(Cn2c(=O)c3ccccc3n(Cc3ccccc3C#N)c2=O)cc1	9.1%	11%	4%	2%	-3%
C=CCC[C@@H](Cc1ccc(F)cc1)C(=O)OC[C@@H](NC(=O)[C@@H](CC=C)CC(=O)N[C@H](CO)Cc1ccccc1)C(C)(C)C	2.4%	11%	8%	nt	5%
CC(C)c1ccc(C2C3=C(CC(C)(C)CC3=O)NC3=C2C(=O)c2ccccc23)cc1 (centres undefined)	1.2%	78%	8%	18%	?
Cn1nc(C(F)(F)F)c(/C=N/OC(=O)c2ccccc2)c1Cl	3.0%	60%	-24%	10%	3%
COc1cccc2[nH]c3c(=O)n(CCCN4CCOCC4)cnc3c12	1.5%	-9%	13%	2%	-3%
COc1ccc(Nc2cc(C(=O)NCc3cccnc3)c3ccccc3n2)c(OC)c1	nt	30%	nt	-10%	6%
CCc1c(C)c2ccc(OCC(=O)NCC3CCC(C(=O)O)CC3)cc2oc1=O (centres undefined)	2.0%	10%	-3%	-5%	0%
Cn1c(=O)n(C)c2cc([N+](=O)[O-])c(N3CCN(C(=O)c4ccccc4Cl)CC3)cc21	i	-5%	5%	-11%	-1%
O=C(COC(=O)c1ccc(Cl)c(S(=O)(=O)N2CCc3ccccc3C2)c1)Nc1ncc(Cl)cc1Cl	i	35%	1%	-8%	0%
COc1ccc(C(=O)NCCS(=O)(=O)NCc2cccs2)cc1	0.5%	-10%	-5%	-3%	-6%
O=C(c1ccc(Br)o1)N1N=C(c2ccc(Cl)cc2)CC1c1ccco1 (centres undefined)	2.1%	35%	-6%	-6%	0%
COCCNC(=O)c1onc(CSc2cc(C)cc(C)c2)c1C(=O)NCCOC	3.2%	2%	-4%	-8%	1%
CCN1C(=O)/C(=C/c2ccc(OCc3ccc(C(=O)O)cc3)c(Cl)c2)NC1=S	2.9%	0%	0%	6%	5%
CCOC(=O)/C(=C\c1ccccc1)C(=O)CCN1CCOCC1	0.1%	nt	-27%	nt	nt
Cc1ccc(C(=O)Nc2cccc(C(F)(F)F)c2)cc1Nc1cncnc1	8.1%&7.8%	1%	-6%	-4%	?
O=C(Nc1ccccc1C(F)(F)F)N1CCN(c2ccccn2)CC1	0.4%	1%	12%	6%	2%
Cc1cc(C)n(-c2cccc(Cl)c2C#N)n1	0.1%	-3%	-3%	3%	-4%
COc1ccc(/C=N\NC(=O)C2C(=O)NCC2c2ccccc2)cc1O (centres undefined)	0.1%	2%	4%	2%	-5%
N/C(=N\OC(=O)c1ccc(F)cc1)c1nonc1N	2.3%	22%	-2%	-9%	-14%
Cc1cccc(S(=O)(=O)N2CCn3cccc3C2C)c1 (centres undefined)	6.3%	11%	2%	nt	-9%
COc1ccccc1NC(C#N)c1ccccc1OCc1ccccc1 (centres undefined)	i	18%	-9%	1%	-1%
C=CCN(C(=O)CCC(=O)Nc1cc(C)on1)C(C(=O)NC1CCCC1)c1ccc(CC)cc1 (centres undefined)	1.4%	32%	-2%	8%	2%
CC(=O)Nc1ccc(C(=O)OCC(=O)Nc2ccccc2F)cc1	0.1%	12%	-8%	3%	1%
O=C(Cc1ccccc1)Nc1ccc(NC(=O)C2CCCCC2)nc1	2.5%	-13%	3%	-6%	-4%
COc1ccc(-c2nnc(SCc3ccccc3F)o2)cc1	3.1%	?	-2%	1%	15%
COc1cccc(-c2nn(-c3ccccc3)cc2/C=C(\C#N)C(=O)NCCCn2ccnc2)c1	7.7%	53%	74µM*	-2%	?
COc1ccc(S(=O)(=O)N2CCCC2C(=O)NCC(=O)Nc2cccc(Cl)c2C)cc1 (centres undefined)	i	0%	-2%	-8%	6%
O=C(c1ccc(Br)cc1)N1CCN(S(=O)(=O)c2ccccc2)CC1	0.8%	-34%	-5%	7%	-7%

Fetched one by one from the entries so far:
SMILES	inhibitors of VEEV	M. tuberculosis	influenza NS1A	Salmonella PhoP GFP	M. tuberculosis HTS	others
Cc1ccc(C(=O)Nc2cccc(C(F)(F)F)c2)cc1Nc1cncnc1	8.1%&7.8%	1%	-6%	-4%	?
Cc1cc(C)n(-c2cccc(Cl)c2C#N)n1	0.1%	-3%	-3%	3%	-4%
CC(=O)Nc1ccc(C(=O)OCC(=O)Nc2ccccc2F)cc1	0.1%	12%	-8%	3%	1%
C=CCN(C(=O)CCC(=O)Nc1cc(C)on1)C(C(=O)NC1CCCC1)c1ccc(CC)cc1 (centres undefined)	1.4%	32%	-2%	8%	2%

The results go on:
SMILES	inhibitors of VEEV	M. tuberculosis	influenza NS1A	Salmonella PhoP GFP	M. tuberculosis HTS	others
CNS(=O)(=O)c1cccc(C(=O)OCC(=O)N2CCN(C(=O)c3ccco3)CC2)c1	0.1%	5%	6%	nt	2%
CN(C)S(=O)(=O)c1cccc(NC(=O)CN(CCO)CC(=O)Nc2cccc(S(=O)(=O)N(C)C)c2)c1	1.1%	-6%	2%	-12%	4%
Cc1cccc(N2CCN(CC(=O)NCc3ccc(Cl)cc3)CC2)c1C	1.4%	77%	-26%	2%	?
N#Cc1nc(-c2ccc(OCc3ccccc3)cc2)oc1N1CCC(C(N)=O)CC1	0.7%	7%	7%	4%	8%
COc1ccc(Cc2nnc(NC(=O)Nc3ccccc3F)s2)cc1OC	2.6%	17%	1%	1%	16%
CCOc1ccc(N=Cc2c(O)n(-c3ccc(C)c(C)c3)c(=O)[nH]c2=O)cc1	0.3%	77%	nt	4%	?
Cc1ccc(Nc2cc(C(=O)NCCCN3CCOCC3)c3ccccc3n2)c(C)c1	0.2%	-4%	4%	-8%	0%
CCOC(=O)c1c(C)[nH]c(NC(=O)NNC(=O)c2ccccc2Cl)c1C	2.8%	1%	0%	nt	-1%
COc1ccc(/C(=C/Nc2cccc(Br)c2)C(C)=O)cc1OC	0.9%	-12%	-15%	4%	8%
COc1cc(C(=O)Nc2ccc3c(c2)N(C(=O)CN2CCN(C)CC2)c2ccccc2CC3)cc(OC)c1OC	2.8%	-10%	4%	0%	0%
O=C(NCc1ccccn1)Nc1cccc(F)c1	0.6%	-11%	-5%	-6%	-24%
CCOc1ccccc1OCC(=O)Nc1ccc(S(=O)(=O)Nc2nc(C)cc(C)n2)cc1	8.7%	30%	-4%	7%	-17%
COc1cccc(C2c3[nH]c4ccccc4c3CCN2Cc2ncc[nH]2)c1 (centres undefined)	9.7%	63%	5%	7%	69%
O=C(Nc1ccccc1N1CCOCC1)c1cc(=O)[nH]c2ccccc12	4.2%	-5%	-9%	nt	-2%
CC(CNC(=O)c1ccccc1Cl)NC(=O)c1ccccc1Cl (centres undefined)	i	-5%	nt	6%	-6%
CCCn1cc(SCC(=O)NCC2CCCO2)c2ccccc21 (centres undefined)	0.1%	0%	-23%	5%	-1%
Cc1[nH]c2c(C)cccc2c1CCNC(=O)C1CCCCC1C(=O)OCC(F)(F)F (centres undefined)	1.0%	3%	1%	-4%	1%
CC1(c2ccc(OC(F)F)cc2)NC(=O)N(CC(=O)N2c3ccccc3NC(=O)C2(C)C)C1=O (centres undefined)	5.0%	20%	-1%	nt	-4%
Cc1ccc(S(=O)(=O)Nc2cc(C)c(O)cc2C)cc1	0.9%	6%	nt	5%	-3%
Cn1c(=O)oc2cc(S(=O)(=O)NC(Cc3ccccc3)C(=O)N3CCCCC3)ccc21 (centres undefined)	1.1%	nt	1%	-1%	-11%
Cc1ccc(C2=NN(C(=O)CCl)C(c3cccs3)C2)o1 (centres undefined)	?	?	-2%	-2%	?
CCN(CC)c1cc(C)c2cc(NC(=O)c3ccccc3F)ccc2n1	4.6%	60%	-9%	32%	?
Cc1cccc(C(=O)Oc2ccccc2C2C[C@]3(C)CC(=O)NC3N2C(=O)c2cccc(C)c2)c1 (some centres undefined)	4.3%	9%	9%	-4%	-12%
COc1cccc(CC(NC(C)=O)C(=O)NC2CCN(S(=O)(=O)c3ccc4ccccc4c3)CC2)c1 (centres undefined)	0.0%	16%	6%	-6%	-5%
O=C1c2ccccc2NC(c2cccs2)N1NS(=O)(=O)c1ccccc1 (centres undefined)	1.5%	-12%	-14%	-7%	3%
Cc1cccc2c(C(=O)O)c3cccc(C)c3nc12	0.9%	0%	-5%	-8%	3%
Cc1ccc(S(=O)(=O)NCCC(=O)OCC(=O)Nc2ccccc2Cl)cc1	1.6%	25%	-5%	10%	-1%
CN(C)S(=O)(=O)c1cccc(NC(=O)c2cnccn2)c1	nt	3%	nt	33%	-7%
O=C(Nc1nccs1)c1c(O)c2cccc3c2n(c1=O)CCC3	nt	?	nt	-22%	?
Cc1cccc(NC(=O)CCn2cnnn2)c1	i	4%	-1%	7%	-2%
Cn1c(C(O)c2ccc(Br)cc2)nc(Cl)c1Cl (centres undefined)	5.2%	-9%	3%	11%	-2%
CCOC(=O)c1sc(NC(=O)c2ccc(Cl)s2)cc1C	1.3%	-7%	3%	-10%	-6%
COc1ccccc1N(CC(=O)NCCSc1ccc(Cl)cc1)S(C)(=O)=O	1.6%	-4%	-10%	-1%	-2%
CCOc1ccc(CC(=O)NCCS(=O)(=O)N2CCN(c3ccccc3)CC2)cc1	0.5%	5%	-1%	3%	-7%
Cc1ccc(C(=O)OCC(=O)NCc2ccc(F)cc2)o1	i	48%	-4%	nt	-7%
CCOC(=O)C1=C(C)NC(=S)NC1c1ccc(OCC(=O)N2CCCCCC2)cc1 (centres undefined)	1.7%	18%	-6%	11%	2%
CCOc1ccc(S(=O)(=O)Nc2ccc(C(=O)NN)cc2)cc1	0.3%	-1%	-9%	4%	9%
CSc1ncccc1C(=O)Nc1ccc(C)cn1	8.3%	-1%	6%	-3%	-3%
COc1ccc(/C=C\C(=O)NCc2ccc3[nH]c(C)cc3c2)cc1OC	1.1%	15%	7%	-3%	2%	inhibitors of VEEV 10K pilot screen=1.3
CCOCCCNC(=O)c1ccc(CS(=O)(=O)Cc2cccc(C)c2)o1	0.6%	4%	-3%	-3%	-6%
Cc1onc(-c2ccccc2Cl)c1C(=O)N(Cc1ccccc1)C(C)C	i	3%	23%	-1%	3%
COc1ccc(CNC(=O)CN(C)S(=O)(=O)c2ccc(Cl)cc2)cc1	i	2%	-9%	-4%	2%
Cc1c(/C(O)=C2\C(=O)C(=O)N(CCCN(C)C)C2c2cccs2)cnn1-c1ccccc1 (centres undefined)	4.1%	nt	-7%	nt	nt
CCC(C)[C@H](N)c1cn([C@@H](CCCCN)C(=O)N2CCNCC2)nn1 (some centres undefined)	0.0%	-3%	11%	-5%	-3%
CCCCc1cc(=O)oc2cc(C)cc(OC(C)C(=O)O)c12 (centres undefined)	0.1%	16%	0%	-16%	6%
CCOC(=O)c1cnc(SC2CC(=O)N(c3ccc(C)cc3)C2=O)nc1N (centres undefined)	3.9%	42%	-3%	1%	-13%
COc1ccccc1N1CCN(CC(=O)Nc2ccc3c(c2)OCCO3)CC1	i	17%	-7%	-8%	10%
O=C(CSc1nncs1)Nc1ccc2[nH]c(=O)[nH]c2c1	1.1%	-13%	-14%	2%	-8%
COC(=O)c1cc2c(ccc3ccccc32)oc1=O	i	6.2µM*	-12%	-6%	?
COc1ccc(-c2nn(-c3ccccc3)cc2CNCc2cccnc2)c(F)c1	2.8%	17%	6%	-6%	6%
CC(=O)NC(CC(=O)OCC(=O)Nc1ccc2c(c1)OCO2)c1ccccc1 (centres undefined)	0.5%	-3%	-5%	12%	6%
Cc1cccc(C(=O)NCCNC(=O)c2cccnc2)c1	i	-17%	7%	-6%	-4%
Cn1c(=O)c2c(nc(Oc3cccc(Br)c3)n2C)n(C)c1=O	0.9%	0%	3%	-8%	8%
COc1ccc(OC)c(NC(=O)CCN2CCN(CCO)CC2)c1	i	0%	-2%	-4%	-2%

2 consecutive compounds out of the list so far:
SMILES	inhibitors of VEEV	M. tuberculosis	influenza NS1A	Salmonella PhoP GFP	M. tuberculosis HTS	others
Cn1c(=O)c2c(nc(Oc3cccc(Br)c3)n2C)n(C)c1=O	0.9%	0%	3%	-8%	8%
COc1ccc(OC)c(NC(=O)CCN2CCN(CCO)CC2)c1	i	0%	-2%	-4%	-2%
